Giardia kill – Small Molecules that selectively kill Giardia lamblia: qHTS | 0.15% of 340,000 active | AID 540267, 2011 | Giardia lamblia trophozoite viability | activity change, % at 7.66 µM, hits read low; in the data active means activity change below about -80%; inconclusive means between about -30% and that limit;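 further: parasites exposed to compound for two days anaerobically before the ATP read; on the % scale 0 is the no-effect control and ±100 the full control effect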
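Luminescent ATP signal served as the viability read-out, measured 15-30 min after adding ATP detection reagent to trophozoites that had been incubated with compounds for 48 hrs at 37 deg C anaerobically at 100 cells/well.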
AT treatment – qHTS Assay for Identifying a Potential Treatment of Ataxia-Telangiectasia | […] A-T fibroblasts, KAP-1 phosphorylation AlphaLISA; neocarzinostatin DNA damage 30 min before lysis | Potency, µM (highest dose often 57.5 µM), for inactives: top-dose activation, most hits filed as activators | 0.19% of 320,000 active | AID 485349, 2010; further: potency means the concentration at half of the fitted maximal effect; % of control where 0% means no effect; nearly all actives have a fitted effect of over 45% in size
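ATM-like activity read as KAP-1 phosphorylation via AlphaLISA donor/acceptor antibody pairs after lysis and 6 hr at 25C. Cells were ATM-null patient fibroblasts ([…], hTERT), dosed 60 min, then exposed to the DSB inducer NCS for 30 min.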
TSHR antagonist – Antagonists of the Thyroid Stimulating Hormone Receptor: HTS campaign; Thyrotropin receptor (Homo sapiens), P16473; TSHR-expressing cells, TSH-stimulated cAMP HTRF, 2 h; active compounds read low; activity change, negative = inhibition, % at 11.5 µM; 0.2% of 330,000 active; AID 504810, 2011;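 active means activity change below a set negative limit, meaning inhibition stronger than a set level, cut at about -70% in these data; inconclusive means activity change between two set negative limits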; further: on the % scale 0 is the no-effect control and ±100 the full control effect
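Cell-based HTRF cAMP assay; TSHR cells + compound, TSH EC80 (4nM final), 2 h, 37 deg C. Lysis with anti-cAMP cryptate and cAMP-d2, 30 min RT, read 665/620 nm.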
MLL CXXC-DNA inh – qHTS Fluorescence Polarization Assay for Inhibitors of MLL CXXC domain - DNA interaction; Histone-lysine N-methyltransferase 2A (Homo sapiens), Q03164; MLL-CXXC / FITC-HOXA9 DNA fluorescence polarization; Potency, µM (top dose mostly 115 µM), without a hit: at the highest dose activity change, negative = inhibition, actives largely listed as inhibitors; 0.037% of 290,000 active; AID 2662, 2010; active means well fitted inhibition curve with a large enough effect in the polarisation, with a control signal flat, not every such curve was filed as active; inconclusive means small, poorly fitted or top-dose-only effect, or effect the other way, or a change in a side signal; inactive means no such curve, though single readings can be large or run the other way; the % refers to the polarisation; further: potency means the concentration at half of the fitted maximal effect
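Steps: dispense CXXC domain solution (7 uM) → pin compounds or unlabeled HOX-A9 DNA control → 5 min ambient → add FLSN-HOX-A9 solution (50 nM) → spin → 30 min ambient → fluorescence polarization. Tris pH 7.5/NaCl/DTT/BSA buffer.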
BCR signal inh – qHTS Assay to Find Inhibitors of Chronic Active B-Cell Receptor Signaling; ABC-DLBCL IkBa-CBG/CBR reporter, luminescence ratio, 4 h; Potency, µM (doses to about 46.1 µM), for the others: at the top dose ratio change, negative = lower green/red ratio, usual class: inhibitors; 0.05% of 340,000 active; AID 493014, 2011; active means well fitted inhibition curve with a large enough effect in the signal ratio, with a control signal flat, not every such curve was filed as active; inconclusive means small, poorly fitted or top-dose-only effect, or effect the other way, or a change in a side signal; the % refers to the signal ratio;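 further: potency means the concentration at half of the fitted maximal effect; plate controls were basal doxycycline-induced cells for no effect and cells given 10 µM MG132 for full effect; MG132 reads +100%, hits lower the ratio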
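Cell line TMD8 (human ABC DLBCL), stably expressing tet-inducible CBG68-IkBa fusion and CBR; IMDM/0.5% FBS; cpd up to 46 uM; dox induction, 4 h, 37C/5% CO2; dual luminescence; green/red ratio; MG132 control.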
Tb PFK inh – qHTS Assay to Find Inhibitors of T. brucei phosphofructokinase; ATP-dependent 6-phosphofructokinase (Trypanosoma brucei brucei), O15648; T. brucei PFK, ADP-Glo luminescence; Potency, µM (series often up to 57.5 µM), inactives show at the top dose activity, negative = inhibition, actives largely listed as inhibitors; 0.17% of 330,000 active; AID 485367, 2010;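 further: potency means the concentration at half of the fitted maximal effect; 0% = uninhibited 1x PFK enzyme wells and -100% = no-enzyme wells; nearly all actives have a fitted effect of over 60% in size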
Target sequence (O15648 whole entry, looked up): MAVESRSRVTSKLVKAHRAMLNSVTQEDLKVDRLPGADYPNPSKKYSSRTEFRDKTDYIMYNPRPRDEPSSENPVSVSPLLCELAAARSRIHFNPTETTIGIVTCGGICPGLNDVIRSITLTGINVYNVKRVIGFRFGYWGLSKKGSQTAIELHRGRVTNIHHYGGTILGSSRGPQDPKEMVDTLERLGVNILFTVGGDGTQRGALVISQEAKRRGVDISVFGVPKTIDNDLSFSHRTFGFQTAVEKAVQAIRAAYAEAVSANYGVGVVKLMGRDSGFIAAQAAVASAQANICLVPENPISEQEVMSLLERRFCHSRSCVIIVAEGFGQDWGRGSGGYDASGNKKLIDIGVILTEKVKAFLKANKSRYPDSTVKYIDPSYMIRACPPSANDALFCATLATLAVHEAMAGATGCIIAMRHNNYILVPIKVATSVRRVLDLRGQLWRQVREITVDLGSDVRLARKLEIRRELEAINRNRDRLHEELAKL
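In TEA buffer at pH 8.0 with 5 mM MgCl2, enzyme (1.25 nM) converted F6P (0.5 mM) and ATP (0.1 mM) for 45 min at room temperature. ADP product was read by luciferase luminescence.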
TCR activator – Activators of T cell receptors: qHTS campaign; 330,000 tested, under 10 active; Potency, µM (highest dose often 9.22 µM), without a hit: at the top dose activation of IL-2 secretion, hits mostly activators; primary human leukocytes, anti-CD3, IL-2 HTRF, 48 h; AID 504894, 2011; further: % of control where 0% means no effect
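48 hr co-incubation of compounds, a-CD3 beads and primary human leukocytes; IL-2 quantified homogeneously by HTRF with anti-IL-2 K and d2 conjugates.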
FBPA coupling cs – qHTS Assay for Inhibitors of Fructose-1,6-bisphosphate Aldolase from Giardia Lamblia: Coupling assay counterscreen. coupling enzyme system counterscreen, AmpLite Red fluorescence. 0.67% of 290,000 active. activity change, negative = inhibition, % at 58.2 µM, hits read low; in the data active means activity change below about -30%; further: on the % scale 0 is the no-effect control and ±100 the full control effect
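Counterscreen of the coupled detection system alone, without aldolase: glyceraldehyde-3-phosphate coupling enzymes plus AmpLite Red readout. Compounds at 57.5 uM final, 10 min RT preincubation, 20 min RT reaction, fluorescence 525/598 nm.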
hERG WT inh – qHTS for Inhibitors of KCHN2 3.1: Wildtype qHTS. 0.37% of 340,000 active. activity change, % at 1.84 µM. AID 720551, 2013. U2OS, BacMam KCNH2, thallium flux FluxOr; active compounds read low;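 active means maximum activity change below -70%; inconclusive means maximum activity change between -70% and -50%; inactive means maximum activity change above -50%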; further: on the % scale 0 is the no-effect control and ±100 the full control effect
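U2OS cells were transduced with wild-type KCNH2 virus (2.03 x 10^8 / mL) for 4 h at room temperature, then cultured overnight at 37 C. Thallium flux was read with FluxOr dye. Rate constants were normalized to DMSO controls.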
GALK inh – qHTS Assay for Inhibitors of Human Galactokinase (GALK); Purified GALK, Kinase-Glo residual ATP luminescence; Potency, µM (top dose mostly 57.5 µM), inactives show at the top dose activity change, negative = inhibition, actives largely listed as inhibitors; 0.007% of 270,000 active; AID 1868, 2009; further: potency means the concentration at half of the fitted maximal effect; on the % scale 0 is the no-effect control and ±100 the full control effect
Target sequence (P51570 whole entry, looked up): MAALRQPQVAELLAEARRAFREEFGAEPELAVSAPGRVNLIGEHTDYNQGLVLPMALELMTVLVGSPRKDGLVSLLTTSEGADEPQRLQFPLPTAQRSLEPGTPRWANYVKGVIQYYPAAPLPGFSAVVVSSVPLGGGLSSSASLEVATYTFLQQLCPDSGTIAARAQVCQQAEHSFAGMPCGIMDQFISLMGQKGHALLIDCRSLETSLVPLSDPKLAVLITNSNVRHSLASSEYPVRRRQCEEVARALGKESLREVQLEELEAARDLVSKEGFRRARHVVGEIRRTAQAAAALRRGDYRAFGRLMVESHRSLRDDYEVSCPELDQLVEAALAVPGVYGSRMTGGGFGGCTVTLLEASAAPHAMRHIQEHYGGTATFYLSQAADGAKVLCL
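Compounds were pin-transferred into ATP buffer (35 uM final), then GALK plus galactose (5 nM, 100 uM final) was added. After 1 h at room temperature, Kinase-Glo Plus was added and luminescence read after 10 min.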
Numbers without * were called inactive; ? = inconclusive; / = no result given; [ ] = dose if it differs, or a comment. Unless noted, the call rests on the fitted dose curve; in most records, active means well fitted curve in the direction sought with a large enough effect; inconclusive means small, poorly fitted or top-dose-only effect, or another doubt; inactive means no such curve, though single readings can be large; an effect the other way counts as inactive or inconclusive.

no.	molecule	Giardia kill	AT treatment	TSHR antagonist	MLL CXXC-DNA inh	BCR signal inh	Tb PFK inh	TCR activator	FBPA coupling cs	hERG WT inh	GALK inh
1	Cc1ccc(OCC(=O)Nc2ccccc2C(=O)NC2CC2)cc1	11	3%	21	/	1%	0%	4%	/	36	/
2	Cc1ccccc1C(=O)N1CCN(c2ccc(NC(=O)c3cccnc3Cl)cc2)CC1	7	1%[11.5 µM]	-9	-10%	-6%	2%	/	-2	-4	-1%
3	Cc1ccc(S(=O)(=O)N2CCCOC2CNC(=O)C(=O)NCc2ccccn2)cc1 (stereo not drawn)	-8	6%	21	23%	2%	1%	-3%	/	5	-8%
4	C=CCn1c(SCC(=O)Nc2cccc3ccccc23)nnc1-c1cnccn1	-13	-3%	10	7%	0%	1%	0%	-1	0	-1%
5	COc1ccc2c(CC(=O)NC3CCCc4ccccc43)coc2c1 (stereo not drawn)	-16	7%	3	1%	-17%	8%	-1%[46.1 µM]	2	20	0%
6	O=C(CCn1nnc2ccccc21)N/N=C\Cc1ccccc1	61[activator]	-1%	-2	-2%	10%	-1%	-4%	-3	-2	0%
7	CCOc1cccc(/C=N/Nc2ccc(S(=O)(=O)N(CC)CC)cn2)c1O	9	-10%	-5	-1%	?	6%	0%[46.1 µM]	0	1	1%
8	O=C(COc1ccccc1F)NNC(=O)Cn1c(=O)cnc2ccccc21	-5	6%	-16	/	3%	-5%	-5%	/	13	/
9	CCC(=O)OCC(=O)Nc1cc([N+](=O)[O-])ccc1OC	19	2%	-3	1%	1%	0%	-6%	2	-7	2%
10	C/C(N)=C(/C#N)C(=O)COC(=O)CSc1ccccc1	20	-2%	4	10%	-2%	2%	3%	2	6	5%
11	NNc1nnc(-c2ccccc2)c(-c2ccccc2)n1	-9	-1%	-7	-12%	6%	0%	7%	2	0	0%
12	C/C=C/C(=O)OCC(=O)Nc1cccc(F)c1	5	2%	6	0%	6%	-4%	3%	3	11	5%
13	Cc1cc(C)c2ccc(=S)[nH]c2n1	-4	1%	1	-5%	1%	-4%	-6%	2	-4	1%
14	CN(C)CCNC(=O)/C(=C/c1ccc(-c2ccc(Cl)cc2Cl)o1)NC(=O)c1ccccc1	18	-3%	15	2%	-4%	0%	9%[46.1 µM]	-2	-1	0%
15	COC(=O)Cc1nc(NC(=O)c2cccs2)sc1C	7	-10%	-4	13%	?	2%	-3%	-1	3	9%
16	CC(=O)/C=C(\C)NCCNc1c(F)c(F)c(CO)c(F)c1F	16	-3%	6	-2%	2%	-3%	-2%	1	-1	2%
17	COc1ccc2c(c1)CCc1c(C(=O)NCc3cccnc3)noc1-2	-26	-5%	-4	10%	?	-4%	-5%	14	-4	2%
18	O=C(NC1CCCCC1)C(c1ccc2ncccc2c1)N(Cc1ccc(F)cc1)C(=O)c1ccc2c(c1)OCCO2 (stereo not drawn)	1	6%	-1	19%	-8%	0%	-2%	-2	4	-1%
19	CC1CCc2sc(C(=O)NCc3ccccn3)cc2C1 (stereo not drawn)	-3	4%	-5	/	15%	-3%	-5%	/	-7	/
20	O=C(NCc1ccccc1)C1CCC(=O)N(CC2CCCCC2)C1 (stereo not drawn)	3	-3%	-8	-1%	1%	2%	3%	/	-13	6%
21	CN1C=CC=C/C1=C1\SC(=S)N(Cc2ccccc2)C1=O	-3	-7%	-5	11%	1%	-17%	1%	1	1	-2%
22	O=C(CSc1nc2ccccc2[nH]1)c1cccs1	-19	7%	3	1%	?	2%	7%	-1	5	4%
23	C/C(=N\Nc1nc(C)cc(-c2ccccc2)n1)c1ccc(O)cc1	-9	2%	-1	-3%	15%	0%	2%	-1	13	-3%
24	COc1ccc2c(c1)c1nc3n(c(=O)c1n2CC(=O)Nc1ccccc1)CCS3	6	2%	33	6%	-8%	-3%	-7%	/	-27	5%
25	CCCCNC(=O)c1nn2c(C(F)(F)F)cc(-c3ccccc3)nc2c1Br	-1	-6%	-9	3%	9%	-1%	-3%	2	-2	5%
26	COc1ccc(CCN2C(=O)CC(Cc3cccc(C)c3)C2=O)cc1OC (stereo not drawn)	5	6%	-15	-1%	-3%	-1%	-3%	-1	1	0%
27	Nc1ccc(-c2nc3ccccc3[nH]2)cc1	-7	-2%	4	6%	?	0%	-3%	0	-3	2%
28	Cc1nnc(SCC(=O)NNC(=O)c2ccc(Cl)cc2)s1	-15	4%	-8	49%[activator]	3%	1%	5%	4	-33	1%
29	Cc1ccsc1C(=O)OCC(=O)N(C)C1CCCCC1	-5	-6%	/	/	?	0%	6%	/	-12	/
30	CCOc1ccc(NC(=O)c2nnn(CC(=O)Nc3ccccc3OC)c2N)cc1	-14	3%	11	23%	?	2%	-18%	2	-12	8%
31	Cc1cc(SCC(=O)c2cccs2)nc2c(C)cccc12	3	16%	-24	1%	?	1%	2%	-8	-3	/
32	CNS(=O)(=O)c1cn(CC(=O)NCc2ccccc2OC)cc1S(=O)(=O)NC	-2	-8%	-1	5%	?	-4%	1%	0	3	/
33	CCOc1cc(/C=N/N=C2/NC(=O)C(CC(=O)O)S2)ccc1OS(=O)(=O)c1ccc(C)cc1 (stereo not drawn)	-3	-1%	-9	10%	4%	4%	4%	15	-9	0%
34	N#Cc1ccccc1OCC(=O)NCCNC(=O)COc1ccccc1C#N	4	0%	-12	/	0%	-3%	0%	/	1	/
35	Cc1ccc2occ(/C=N/NC(N)=S)c(=O)c2c1	8	0%	8	4%	?	0%	-6%[46.1 µM]	-3	-8	0%
36	CCOc1ccccc1CNC(=O)C1CCCN(c2nc3ccccc3o2)C1 (stereo not drawn)	/	7%	7	-3%	?	0%	/	2	/	-2%
37	Oc1cccc2cc3cccc(O)c3c(O)c12	17	-11%	18	-3%	6%	6%	-8%	2	-4	6%
38	CNC(=O)c1cc(S(=O)(=O)N(C)C)ccc1Cl	-9	3%	8	2%	?	0%	-3%	2	-10	2%
39	COc1ccc(C(=O)OCCCN(C)C)cc1OC	1	-3%	4	19%	3%	0%	4%[46.1 µM]	-2	-5	0%
40	NNC(=S)Nc1c(F)cc(F)cc1Br	4	-5%	12	?	?	-20%	7%	-2	1	5%
41	COCCNC(=O)CS(=O)Cc1nc(-c2ccccc2C)oc1C (stereo not drawn)	-15	3%	9	-6%	-1%	3%	2%	3	-12	2%
42	O=C(O)CCCC(=O)Nc1ccc(C(=O)N2CCCCC2)cc1	1	/	/	-4%	/	/	-9%	1	-18	0%
43	COc1cc(C2C(C(=O)N3CCOCC3)=C(C)NC3=C2C(=O)CCC3)ccc1OC(C)=O (stereo not drawn)	-13	4%	-3	-2%	5%	-3%	1%	-33*	10	-1%
44	Cc1ccc(OC(C)C)c(CN(CCO)CCO)c1	24	/	9	14%	2%	3%	-6%	0	6	3%
45	COC(=O)c1c(NC(=O)c2ccco2)sc(C)c1C	3	6%	-22	2%	?	-8%	5%	0	1	0%
46	O=C(NCCc1cccc(F)c1)/C(=C/c1cccnc1)NC(=O)c1ccccc1	5	5%	-2	7%	4%	-2%	-6%[46.1 µM]	0	/	0%
47	N#Cc1c(N2C(=O)Nc3ccccc3N2O)sc2c1CCCCCC2	2	3%	-10	0%	8%	-4%	-13%[46.1 µM]	17	-17	-1%
48	C=CCOC(=O)c1[nH]c2c(c1C)C(=O)CC(c1ccco1)C2 (stereo not drawn)	9	1%	4	-10%	?	?	-5%	-1	5	-4%
49	Cc1ccc(Cn2c(SCC(=O)N(C)C3CCS(=O)(=O)C3)nc3ccccc3c2=O)cc1 (stereo not drawn)	2	0%	4	/	1%	-2%	1%	/	9	/
50	CS(=O)(=O)N(CC(=O)Nc1ccccc1F)C1CCCCC1	-18	-2%	-17	-2%	6%	-5%	6%	-3	-5	2%
51	CCNC(=O)C(CCSC)NS(=O)(=O)c1ccc(C)cc1 (stereo not drawn)	-12	15%	-2	-3%	5%	-2%	-7%	1	-5	0%
52	NC(=O)C1CCN(c2nc(-c3ccccc3)nc3ccccc23)CC1	-12	3%	13	-5%	-1%	2%	1%	0	22	-1%
53	COc1ccc(NC(=O)CSc2n[nH]c(=O)n2C2CC2)cc1OC	0	2%	-3	/	8%	-9%	-3%	/	-11	/
54	CN(C)/C=N/c1nc2ccc3c(c2s1)CCCC3	-7	21%	20	-6%	0%	-2%	-8%	-3	-12	0%

Assay outcomes deposited in PubChem BioAssay by National Center for Advancing Translational Sciences (NCATS).
